High-throughput results (PubChem)
TCR activator – activators of T cell receptors; primary human leukocytes, anti-CD3, IL-2 HTRF, 48 h; Potency, µM (doses to about 9.22 µM), without a hit: top-dose activation of IL-2 secretion, usual class: activators; 330,000 tested, under 10 active; note: % of control where 0% means no effect
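TCR engagement came from a-CD3 beads alone, with compounds added to primary human leukocytes for 48 hr. Secreted IL-2 bridged europium cryptate- and d2-labelled anti-IL-2 antibodies, giving FRET emission at 665nm after 320nm excitation.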
uPA generation – blocks generation of uPA at the cell surface. cell surface uPA generation assay, qHTS. Potency, µM (titrated, usually from 38.3 µM), for the others: top-dose activity change, negative = inhibition, most hits filed as inhibitors. actives 0.31% (n = 330,000). AID 540303; active = well fitted inhibition curve with a large enough effect; inconclusive = small, poorly fitted or top-dose-only effect; inactive = no such curve, though single readings can be large or run the other way; tested in mouse RAW 264.7 cells; note: potency is the fitted concentration of half-maximal effect; % is set by controls: 0 for no effect and ±100 for the full control effect; nearly all actives have a fitted effect of over 55% in size
Tb PFK inh – inhibitors of T. brucei phosphofructokinase; O15648; T. brucei PFK, ADP-Glo luminescence; Potency, µM (titrated, usually from 57.5 µM), for inactives: top-dose activity, negative = inhibition, usual class: inhibitors; actives 0.17% (n = 330,000); AID 485367;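 note: potency is the fitted concentration of half-maximal effect; 0% = uninhibited 1x PFK enzyme wells and -100% = no-enzyme wells; nearly all actives have a fitted effect of over 60% in size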
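1.25 nM PFK with 0.5 mM F6P and 0.1 mM ATP in 0.1 M TEA pH 8.0, 5 mM MgCl2, incubated 45 min at room temperature; ADP measured by ADP-Glo luminescence; compounds titrated up to 57 uM.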
TSHR antag – human thyrotropin receptor antagonism; TSHR-expressing cells, TSH-stimulated cAMP HTRF, 2 h; hits give low values; AID 504810; activity change, negative = inhibition, % at 11.5 µM; actives 0.2% (n = 330,000);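 active = activity change below a set negative limit, meaning inhibition stronger than a set level, cut at about -70% in these data; inconclusive = activity change between two set negative limits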; note: % is set by controls: 0 for no effect and ±100 for the full control effect
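TSHR-expressing cells were treated with compounds, then stimulated with TSH at EC80 (4nM final) for 2 hours at 37 deg C. Cellular cAMP was measured by HTRF competition between lysate cAMP and cAMP-d2 for a cryptate-labelled anti-cAMP antibody.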
Eya2 inh – inhibitors of human Eya2 phosphatase activity. Potency, µM (doses to about 76.9 µM), inactives show top-dose activity, negative = inhibition, most hits filed as inhibitors. recombinant Eya2, OMFP fluorescence dephosphorylation (OMFP is methylfluorescein phosphate). actives 0.006% (n = 330,000). O00167; note: potency is the fitted concentration of half-maximal effect; % is set by controls: 0 for no effect and ±100 for the full control effect
Target sequence (O00167 whole entry, looked up): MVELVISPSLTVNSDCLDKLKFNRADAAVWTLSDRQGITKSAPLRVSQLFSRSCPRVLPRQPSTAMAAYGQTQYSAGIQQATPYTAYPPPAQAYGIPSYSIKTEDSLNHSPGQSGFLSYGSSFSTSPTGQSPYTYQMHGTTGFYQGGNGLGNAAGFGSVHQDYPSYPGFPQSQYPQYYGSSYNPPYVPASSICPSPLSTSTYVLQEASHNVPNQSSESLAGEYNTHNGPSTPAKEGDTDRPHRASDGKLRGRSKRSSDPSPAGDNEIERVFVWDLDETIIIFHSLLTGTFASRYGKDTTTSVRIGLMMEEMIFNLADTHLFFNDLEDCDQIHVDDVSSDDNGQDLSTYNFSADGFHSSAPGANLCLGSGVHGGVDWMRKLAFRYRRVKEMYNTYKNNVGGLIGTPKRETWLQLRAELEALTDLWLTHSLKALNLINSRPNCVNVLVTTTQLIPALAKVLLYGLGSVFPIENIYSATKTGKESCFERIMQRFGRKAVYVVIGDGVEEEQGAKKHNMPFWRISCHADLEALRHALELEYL
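Eya2 (0.2 uM) preincubated 10 min at ambient with compound, then OMFP substrate added at 50 uM; 10 min reaction in 50 mM HEPES pH 7.5, 50 mM NaCl, 5 uM MgCl2, 0.05% BSA, 1 mM DTT. Fluorescence read at Ex 485/Em 525 nm.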
TSG101-PTAP inh – blocks PTAP/TSG101 interaction to inhibit HIV-1 budding; Q99816; Fluorescence polarization, FITC-PTAP peptide / Tsg101 binding; Potency, µM (doses to about 115 µM), inactives show at the highest dose activity change, negative = inhibition, most hits filed as inhibitors; 340,000 tested, under 10 active; active = well fitted inhibition curve with a large enough effect in the main read-out, with a control signal flat, not every such curve was filed as active; inconclusive = small, poorly fitted or top-dose-only effect, or effect the other way, or a change in a side signal; inactive = no such curve, though single readings can be large or run the other way; note: potency is the fitted concentration of half-maximal effect; % of control where 0% means no effect
Target sequence (Q99816 whole entry, looked up): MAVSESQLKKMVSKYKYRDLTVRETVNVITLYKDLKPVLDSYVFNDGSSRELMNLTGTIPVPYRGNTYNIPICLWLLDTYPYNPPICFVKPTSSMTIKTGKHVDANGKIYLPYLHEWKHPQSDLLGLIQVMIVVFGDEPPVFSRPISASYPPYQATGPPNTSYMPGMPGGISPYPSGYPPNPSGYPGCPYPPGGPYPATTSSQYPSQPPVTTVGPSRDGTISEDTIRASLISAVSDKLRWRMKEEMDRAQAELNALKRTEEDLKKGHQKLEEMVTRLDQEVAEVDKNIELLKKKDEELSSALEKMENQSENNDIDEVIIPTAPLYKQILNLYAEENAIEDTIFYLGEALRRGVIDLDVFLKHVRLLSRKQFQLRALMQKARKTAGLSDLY
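Tsg101 binding domain (10 uM final) was mixed with compound and a FITC-labeled PTAP peptide (50 nM final) in HEPES pH 7.5 buffer with NaCl, Tween 20, EDTA and TCEP; fluorescence polarization was read after 20 min at r.t.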
Chronic BCR inh – chronic active BCR signaling inhibition; Potency, µM (series often up to 46.1 µM), for inactives: at the highest dose ratio change, negative = lower green/red ratio, usual class: inhibitors; ABC-DLBCL IkBa-CBG/CBR reporter, luminescence ratio, 4 h; actives 0.05% (n = 340,000); active = well fitted inhibition curve with a large enough effect in the signal ratio, with a control signal flat, not every such curve was filed as active; inconclusive = small, poorly fitted or top-dose-only effect, or effect the other way, or a change in a side signal; the % refers to the signal ratio;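 note: potency is the fitted concentration of half-maximal effect; plate controls were basal doxycycline-induced cells for no effect and cells given 10 µM MG132 for full effect; MG132 reads +100%, hits lower the ratio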
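TMD8 human ABC-DLBCL cells with doxycycline-inducible IκBα–green luciferase fusion and unfused red luciferase, in 0.5% FBS medium; compounds up to 46 uM, 4 h at 37C. Green/red luminescence ratio, filter-overlap corrected, fitted to concentration-response curves.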
ELG1 DNA repair – inhibitors of ELG1-dependent DNA repair in HEK293T cells; Potency, µM (doses to about 46.1 µM), without a hit: top-dose activity change, negative = inhibition, actives largely listed as inhibitors; AID 504467; actives 2.3% (n = 330,000); HEK293T ELG1-luciferase reporter, luminescence, 16 h; DNA damage induced by 5-fluorouridine; note: potency is the fitted concentration of half-maximal effect; % is set by controls: 0 for no effect and ±100 for the full control effect; nearly all actives have a fitted effect of over 55% in size
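Step one: seed 2,000 cells per well. Step two: pin-transfer compound or DMSO alongside 5-fluorouridine. Step three: incubate 16 hr, 37 °C, 5% CO2. Step four: add ONE-Glo, wait 30 min, read luminescence.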
USP2a inh – blocks human ubiquitin-specific protease USP2a; O75604; USP2 core, Ub-CHOP2 coupled fluorogenic reporter, 485/531; Potency, µM (titrated, usually from 38.3 µM), for the others: at the highest dose activity change, negative = inhibition, most hits filed as inhibitors; actives 0.01% (n = 330,000);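 note: potency is the fitted concentration of half-maximal effect; plate controls were DMSO wells for no effect and full inhibition by NEM control for full effect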
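Deubiquitinase activity read as fluorescence (485/531 nm) after Ub-CHOP2 cleavage activates the enterokinase reporter on its substrate; USP2 core 10nM, Ub-CHOP2 and substrate 25nM each, 30min compound preincubation then 60min RT; data normalized to NEM, curves fitted.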
B2AR arrestin – beta2AR (human) beta-arrestin recruitment activity | Potency, µM (titrated, usually from 46.1 µM), inactives show at the top dose activation, usual class: activators | beta-arrestin recruitment to beta2AR, cell-based reporter | actives 0.02% (n = 330,000) | AID 492947;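 note: potency is the fitted concentration of half-maximal effect; 0% = DMSO controls and full agonism = EC100 isoproterenol or metaproterenol; nearly all actives have a fitted effect of over 65% in size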
Mito fusion act – mitochondrial division inhibition or fusion activation. Potency, µM (series often up to 46.1 µM), without a hit: top-dose growth rescue (activation), hits mostly activators. S. cerevisiae fusion-defective mutant growth rescue, CellTiterGlo 48 h. actives 0.23% (n = 320,000);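 note: potency is the fitted concentration of half-maximal effect; % of control where 0% means no effect; nearly all actives have a fitted effect of over 45% in size; temperature-sensitive fusion mutants such as fzo1-1 at 37 °C on non-fermentable ethanol glycerol medium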
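Luminescent cell viability in 1536-well qHTS format served as the measure of rescued growth in ts fusion-mutant S. cerevisiae cultured on non-fermentable YPEG for 48 hours at 37C.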
Numbers without * were called inactive; ? = inconclusive; . = no result given; [ ] = remark or other dose. Unless noted, calls come from the whole dose curve; as a rule, active = well fitted curve in the direction sought with a large enough effect; inconclusive = small, poorly fitted or top-dose-only effect, or another doubt; inactive = no such curve, though single readings can be large; an effect the other way counts as inactive or inconclusive. Not a hit list. Share with any hit: about 3%.

Values in the order – TCR activator, uPA generation, Tb PFK inh, TSHR antag, Eya2 inh, TSG101-PTAP inh, Chronic BCR inh, ELG1 DNA repair, USP2a inh, B2AR arrestin, Mito fusion act
- Cc1ccccc1/C=N/Nc1nc2ccccc2[nH]1
  -7%, -1%, 3%, -8, -1%, -1%, ?, ?, -1%, 0.4%, -10%
- Cc1cccc(NC(=O)Cn2c([N+](=O)[O-])cnc2C)c1C
  -1%[46.1 µM], ., 0%, -4, 2%, ., -20%, 6%, 2%, 0.5%, -10%
- O=C(CSc1ccccc1)Nc1ccc(-c2nc3ccccc3[nH]2)cc1
  13%[46.1 µM], 0%, 0%, -8, -8%, 0%, 23%, ?, 0%, -0.5%, -4%
- COc1ccc2nc(SCC(=O)Nc3ccc(S(=O)(=O)Nc4onc(C)c4C)cc3)[nH]c2c1
  -12%, -1%, 3%, 8, 2%, -3%, 13%, 5%, -2%, -2.0%, -6%
- OC(CN1CCCCC1)Cn1c(C(F)(F)F)nc2ccccc21 (configuration not stated)
  0%, 1%, -4%, 7, -34%, -2%, 4%, 1%, -1%, 0.0%, -2%
- CCC(C(=O)N1CCc2cc(OC)c(OC)cc2C1)c1ccccc1 (configuration not stated)
  3%, 3%, -10%, 10, -14%, -6%, 2%, 8%, -2%, -0.2%, 7%
- CS(=O)(=O)N(CC(=O)Nc1ccc(F)c(F)c1)c1cccc([N+](=O)[O-])c1
  4%[46.1 µM], 7%, 0%, -4, -2%, 0%, ?, 7%, 0%, 0.2%, -14%
- CC(=O)C[C@H](O)CC(=O)[C@H]1OC(=O)[C@H](C)CCCCc2ccccc21
  5%, -6%, 0%, 2, -11%, 0%, 6%, 5%, 2%, -0.4%, .
- Nc1nncn1C(=O)c1cccs1
  -7%, 7%, 0%, 16, -2%, -5%, -1%, 0%, 0%, -0.1%, -4%
- CCN(CC(=O)Nc1ccc2c(c1)OCCO2)C(=O)c1ccc(C)c(S(=O)(=O)N2CCOCC2)c1
  4%, -25%, -6%, -1, -8%, 1%, -2%, 7%, 1%, 0.0%, -1%
- CC(Oc1ccc2ccccc2c1)C(=O)NNC(=O)Nc1ccccc1 (configuration not stated)
  8%, ?, 1%, 0, -5%, ., 0%, 0%, 2%, -0.5%, 1%
- COC(=O)CCC(=O)Nc1ccc(OC)cc1
  -5%, -4%, -2%, 2, ., 1%, 9%, 9%, -2%, -0.1%, 4%
- CCc1ccc(/C=N/NC(=S)NCCc2ccccc2)cc1
  -2%, 2%, 2%, -1, -4%, -1%, ?, -3%, 4%, 0.3%, -5%
- O=C(COc1cccnc1[N+](=O)[O-])N1CCN(S(=O)(=O)c2ccccc2)CC1
  3%[46.1 µM], 3%, 0%, 0, -8%, -3%, ?, 3%, -1%, -0.4%, 6%
- O=C(c1ccc2oc(CCCc3ccccc3)nc2c1)N1CCCC1
  7%, 3%, 2%, -2, 4%, -1%, ?, ?, 3%, -0.3%, 7%
- Cc1ccc(NS(=O)(=O)c2cccc(C(=O)NNC(=O)c3ccco3)c2)c(C)c1
  -4%, 19%, -19%, 23, 10%, -3%, 2%, 4%, 0%, 0.1%, 3%
- CC(C)(C)c1ccc(C(=O)CCC(=O)OCC(=O)NCCc2ccc(S(N)(=O)=O)cc2)cc1
  7%, 3%, -2%, -6, -7%, -7%, -9%, 4%, -1%, -0.3%, -11%
- CCCCCc1nnc(NC(=O)CS(=O)(=O)Cc2ccccc2)s1
  2%[46.1 µM], ., -2%, -14, 1%, -4%, 20%, 0%, -2%, -0.3%, -3%
- COc1ccccc1-c1noc(-c2ccccc2C(=O)Nc2cccnc2)n1
  1%, ., 1%, 0, -44%, -6%, -6%, -13%, 2%, 0.0%, -2%
- CCOC(=O)N1CCN(C(=O)C(CC(C)C)NS(=O)(=O)c2ccc3c(c2)oc(=O)n3C)CC1 (configuration not stated)
  0%, 11%, 2%, 5, 1%, 1%, 0%, 1%, 3%, -0.2%, 0%
- O=C(CSCc1nc2ccccc2[nH]1)N1CCN(c2cccc(Cl)c2)CC1
  2%, -2%, -7%, -17, -1%, -4%, ?, ?, 1%, -0.4%, -5%
- COc1ccc2oc(C(=O)OCC(=O)Nc3ccc(OC)c(S(N)(=O)=O)c3)c(C)c2c1
  3%, 4%, 8%, -10, -6%, -5%, -15%, 5%, 0%, -1.0%, 5%
- CC(C)(C)c1ccc(OCC(=O)NNC(=O)Nc2ccccc2)cc1
  ., -17%, -1%, 8, 5%, 0%, -1%, 5%, 1%, -0.2%, 3%
- CC(=NCc1cccc(Cl)c1)c1nc(-c2ccco2)oc1O
  -4%[46.1 µM], 1%, -24%, 14, -7%, -4%, ?, ?, 4%, -0.1%, .
- Cc1ccc(N(Cc2cc3ccc(C)cc3[nH]c2=O)S(=O)(=O)c2ccccc2)c(C)c1
  2%, 3%, 2%, 54, 8%, -1%, 4%, 0%, 0%, 0.4%, -1%
- O=C(NC1CCCCCCC1)c1ccc(F)c(S(=O)(=O)N2CCOCC2)c1
  0%, 6%, 2%, 12, -4%, -4%, 0%, -5%, 0%, 0.1%, -2%
- O=C(O)CCCCCCCCCC(=O)c1cccs1
  8%, -7%, 11%, -6, 2%, -3%, ?, 13%, -7%, -0.2%, 0%
- CC[C@@H](C)[C@@H]1CN([C@@H](CN2CCC[C@H]2CN2C(N)=NC[C@H]2CC(C)C)C(C)C)C(=N)N1CCCC1CCCC1
  2%, -1%, 0%, 24, 2%, -2%, 3%, 1%, 0%, -0.7%, .
- C/C(CC(=O)Nc1cccc2c1CCCC2)=N\NC=O
  -6%, 5%, -6%, -17, -7%, -2%, -35%, -10%, 5%, -0.9%, -6%
- O=C(COC(=O)Cc1c[nH]c2ccccc12)NC1CCCCC1
  -5%, -5%, 2%, 1, -3%, 0%, -7%, -9%, 0%, -1.4%, 15%
- COc1ccc(S(=O)(=O)Nc2ccc(O)c(Sc3ncn[nH]3)c2)cc1
  -9%[46.1 µM], 5%, 1%, 3, 5%, -4%, 0%, -5%, 0%, -0.8%, -3%
- O=C(CCl)NN1C(=O)NC(c2ccccc2)(c2ccccc2)C1=O
  -2%, -4%, -1%, -14, 8%, 1%, 2%, ?, 1%, 0.2%, 3%
- O=c1c2sc3nc(N4CCOCC4)c4c(c3c2ncn1-c1ccccc1)CCCC4
  12%, 6%, -1%, -3, -3%, -1%, 0%, ?, -5%, 0.3%, ?
- COc1ccc(C(=O)COc2ccc3ccc(=O)oc3c2)cc1
  -6%, 2%, 0%, -7, ?, -2%, 2%, 2%, 2%, -1.1%, -3%
- Cc1onc(-c2ccccc2Cl)c1C(=O)N1CCCCCC1
  0%, 1%, -1%, -16, -6%, -2%, -13%, 5%, -1%, 0.7%, 5%
- CC1(C)Cc2c(C#N)c(NCc3ccco3)nc(-c3ccco3)c2CO1
  -1%, -1%, 10%, 4, -28%, -2%, 13%, -4%, 0%, -0.4%, 6%
- CCN1C(=O)CC(NNC(=O)c2ccc(Cl)cc2)C1=O (configuration not stated)
  3%, 1%, -2%, 18, 7%, -4%, ?, -5%, 0%, 0.1%, -1%
- CC(=O)c1ccc(OCc2cc(C(=O)N3CCC(c4ccncc4)CC3)no2)cc1
  -2%, ?, 7%, -29, -1%, -3%, -3%, 0%, 1%, -0.2%, -37%[inhibitor]
- O=C(N/N=C/c1ccc(Br)s1)c1cccnc1
  -11%, 1%, 14%, 3, -15%, -7%, ?, 6%, 1%, ?, 13%
- CCN1C(=O)c2cccc3c(NC(=O)c4ccc(S(=O)(=O)N5CCOCC5)cc4)ccc1c23
  0%, -3%, 3%, 1, 5%, -4%, ?, 15%, 2%, -2.0%, 0%
- COc1ccccc1CCCNC(=O)C1CCC(=O)N(Cc2ccccc2F)C1 (configuration not stated)
  -1%, -4%, 1%, 7, 0%, -6%, -3%, ?, -7%, 0.0%, -11%
- CC1=C(C(=O)OCC2CCCO2)C(c2ccc(C)cc2)C2=C(CCCC2=O)N1 (configuration not stated)
  -3%, -6%, -4%, 2, -1%, -2%, -1%, 4%, 1%, 0.1%, 3%
